Screens from PubChem BioAssay.
GALK inh: qHTS Assay for Inhibitors of Human Galactokinase (GALK); Purified GALK, Kinase-Glo residual ATP luminescence; Potency, µM (series often up to 57.5 µM), for the others: at the highest dose activity change, negative = inhibition, most hits filed as inhibitors; 270,000 tested, 0.007% active; AID 1868, 2009; further: potency means the concentration at half of the fitted maximal effect; on the % scale 0 is the no-effect control and ±100 the full control effect
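Compounds were pin-transferred into ATP buffer (35 uM final), then GALK plus galactose (5 nM, 100 uM final) was added. After 1 h at room temperature, Kinase-Glo Plus was added and luminescence read after 10 min.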
ASM inhibitor: Inhibitors of Secretory Acid Sphingomyelinase (S-ASM): qHTS. Sphingomyelin phosphodiesterase (Homo sapiens), P17405. placental ASM, HMU-PC fluorogenic substrate, 60 min. Potency, µM (highest dose often 57.5 µM), inactives show top-dose activity change, negative = inhibition, usual class: inhibitors. 340,000 tested, 0.006% active; further: potency means the concentration at half of the fitted maximal effect
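qHTS format. ASM enzyme prepared from human placenta hydrolyses the fluorogenic substrate HMU-PC0 (9 uM final) over 60 min at 37 °C after a 10 min compound preincubation.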
MBNL1-CUG inh: qHTS Assay for Inhibitors of MBNL1-poly(CUG) RNA binding; TR-FRET MBNL1-His/biotin-(CUG)12 binding, 665/545 ratio; Potency, µM (top dose mostly 57.5 µM), without a hit: at the highest dose activity change, negative = inhibition, usual class: inhibitors; 280,000 tested, 0.036% active; AID 2675, 2010; Muscleblind-like protein 1 (Homo sapiens), Q9NR56; active means well fitted inhibition curve with a large enough effect in the signal ratio, with a control signal flat, not every such curve was filed as active; inconclusive means small, poorly fitted or top-dose-only effect, or effect the other way, or a change in a side signal; inactive means no such curve, though single readings can be large or run the other way; the % refers to the signal ratio; further: potency means the concentration at half of the fitted maximal effect; on the % scale 0 is the no-effect control and ±100 the full control effect
Target sequence (Q9NR56 whole entry, looked up): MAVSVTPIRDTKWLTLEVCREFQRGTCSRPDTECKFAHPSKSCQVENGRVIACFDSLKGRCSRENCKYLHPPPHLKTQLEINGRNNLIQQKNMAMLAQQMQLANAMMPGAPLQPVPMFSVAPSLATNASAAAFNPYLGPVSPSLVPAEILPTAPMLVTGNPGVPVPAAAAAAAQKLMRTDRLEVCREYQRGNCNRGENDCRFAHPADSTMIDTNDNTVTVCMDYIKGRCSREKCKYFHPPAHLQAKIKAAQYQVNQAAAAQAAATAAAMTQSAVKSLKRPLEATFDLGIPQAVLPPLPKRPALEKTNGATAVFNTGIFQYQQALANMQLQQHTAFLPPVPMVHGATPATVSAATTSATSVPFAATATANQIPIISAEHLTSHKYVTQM
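MBNL1-His + Biotin-(CUG)12, cpd titration 92 nM–58 uM; Tb anti-His Ab 0.055 ng/ul, SA-XL665 5 nM (final); 60 min RT; ratiometric 665/545 nm, Ex 340 nm; normalized to buffer and full-complex controls.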
Eya2 phos inh: qHTS Assay for Inhibitors of the Phosphatase Activity of Eya2; recombinant Eya2, OMFP fluorescence dephosphorylation (OMFP is methylfluorescein phosphate); Potency, µM (top dose mostly 76.9 µM), for the others: top-dose activity, negative = inhibition, actives largely listed as inhibitors; 330,000 tested, 0.006% active; AID 488837, 2010; further: potency means the concentration at half of the fitted maximal effect; on the % scale 0 is the no-effect control and ±100 the full control effect
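Eya2 (0.2 uM) preincubated 10 min at ambient with compound, then OMFP substrate added at 50 uM; 10 min reaction in 50 mM HEPES pH 7.5, 50 mM NaCl, 5 uM MgCl2, 0.05% BSA, 1 mM DTT. Fluorescence read at Ex 485/Em 525 nm.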
Mito fusion act: qHTS Assay for Small Molecule Inhibitors of Mitochondrial Division or Activators of Mitochondrial Fusion | S. cerevisiae fusion-defective mutant growth rescue, CellTiterGlo 48 h | Potency, µM (top dose mostly 46.1 µM), without a hit: at the top dose growth rescue (activation), most hits filed as activators | 320,000 tested, 0.23% active | AID 485298, 2010;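 further: potency means the concentration at half of the fitted maximal effect; % of control where 0% means no effect; nearly all actives have a fitted effect of over 45% in size; temperature-sensitive fusion mutants such as fzo1-1 at 37 °C on non-fermentable ethanol glycerol medium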
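Compounds are tested for their ability to restore growth of mitochondrial fusion-defective yeast strains at non-permissive 37C in YPEG medium over 48 hours. Viability is quantified by luciferase luminescence.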
BCR signal inh: qHTS Assay to Find Inhibitors of Chronic Active B-Cell Receptor Signaling. ABC-DLBCL IkBa-CBG/CBR reporter, luminescence ratio, 4 h. Potency, µM (top dose mostly 46.1 µM), for the others: at the top dose ratio change, negative = lower green/red ratio, most hits filed as inhibitors. 340,000 tested, 0.05% active; active means well fitted inhibition curve with a large enough effect in the signal ratio, with a control signal flat, not every such curve was filed as active; inconclusive means small, poorly fitted or top-dose-only effect, or effect the other way, or a change in a side signal; the % refers to the signal ratio;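 further: potency means the concentration at half of the fitted maximal effect; plate controls were basal doxycycline-induced cells for no effect and cells given 10 µM MG132 for full effect; MG132 reads +100%, hits lower the ratio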
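Doxycycline induced both beetle luciferases in TMD8 lymphoma cells; IKK-driven degradation limits the IkappaBalpha-fused green signal, while red luminescence normalises for cell number and nonspecific effects. Compounds tested up to 46 uM, 4 hrs.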
USP2a block: qHTS Assay for Inhibitors of Ubiquitin-specific Protease USP2a Using CHOP2 as the Reporter; Ubiquitin carboxyl-terminal hydrolase 2 (Homo sapiens), O75604; USP2 core, Ub-CHOP2 coupled fluorogenic reporter, 485/531; Potency, µM (series often up to 38.3 µM), without a hit: at the top dose activity change, negative = inhibition, hits mostly inhibitors; 330,000 tested, 0.01% active; AID 463254, 2010;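 further: potency means the concentration at half of the fitted maximal effect; plate controls were DMSO wells for no effect and full inhibition by NEM control for full effect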
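Cell-free coupled assay: 10nM USP2 core preincubated 30min RT with compound in Tris-HCl pH 8.0/CaCl2/CHAPS buffer, then 25nM Ub-CHOP2 and 25nM reporter substrate; fluorescence (Ex 485/Em 531) read after 60min RT, normalized to NEM inhibition, concentration-response curves fitted.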
TSHR antagonist: Antagonists of the Thyroid Stimulating Hormone Receptor: HTS campaign; Thyrotropin receptor (Homo sapiens), P16473; TSHR-expressing cells, TSH-stimulated cAMP HTRF, 2 h; hits give low values; activity change, negative = inhibition, % at 11.5 µM; 330,000 tested, 0.2% active; AID 504810, 2011;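 active means activity change below a set negative limit, meaning inhibition stronger than a set level, cut at about -70% in these data; inconclusive means activity change between two set negative limits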; further: on the % scale 0 is the no-effect control and ±100 the full control effect
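TSHR-expressing cells, 200/well, pre-treated with compound, then stimulated with EC80 TSH (4nM final) for 2 hours at 37 deg C. cAMP measured by competitive HTRF: anti-cAMP cryptate antibody in lysis buffer plus cAMP-d2, read after 30 minutes at room temperature.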
Menin-MLL TR inh: qHTS Assay for Inhibitors Targeting the Menin-MLL Interaction in MLL Related Leukemias: Competition With Texas Red Labeled MLL-derived Mutant Peptide | Potency, µM (titrated, usually from 61.6 µM), without a hit: at the highest dose FP activity change, negative = inhibition, hits mostly inhibitors | 270,000 tested, 0.23% active | AID 1768, 2009 | O00255 | Menin + Texas Red MLL mutant peptide, fluorescence polarization; active means well fitted inhibition curve with a large enough effect in the polarisation, with a control signal flat, not every such curve was filed as active; inconclusive means small, poorly fitted or top-dose-only effect, or effect the other way, or a change in a side signal; inactive means no such curve, though single readings can be large or run the other way; the % refers to the polarisation; further: potency means the concentration at half of the fitted maximal effect; % of control where 0% means no effect; many of its hits are not listed in these tables
Target sequence (O00255 whole entry, looked up): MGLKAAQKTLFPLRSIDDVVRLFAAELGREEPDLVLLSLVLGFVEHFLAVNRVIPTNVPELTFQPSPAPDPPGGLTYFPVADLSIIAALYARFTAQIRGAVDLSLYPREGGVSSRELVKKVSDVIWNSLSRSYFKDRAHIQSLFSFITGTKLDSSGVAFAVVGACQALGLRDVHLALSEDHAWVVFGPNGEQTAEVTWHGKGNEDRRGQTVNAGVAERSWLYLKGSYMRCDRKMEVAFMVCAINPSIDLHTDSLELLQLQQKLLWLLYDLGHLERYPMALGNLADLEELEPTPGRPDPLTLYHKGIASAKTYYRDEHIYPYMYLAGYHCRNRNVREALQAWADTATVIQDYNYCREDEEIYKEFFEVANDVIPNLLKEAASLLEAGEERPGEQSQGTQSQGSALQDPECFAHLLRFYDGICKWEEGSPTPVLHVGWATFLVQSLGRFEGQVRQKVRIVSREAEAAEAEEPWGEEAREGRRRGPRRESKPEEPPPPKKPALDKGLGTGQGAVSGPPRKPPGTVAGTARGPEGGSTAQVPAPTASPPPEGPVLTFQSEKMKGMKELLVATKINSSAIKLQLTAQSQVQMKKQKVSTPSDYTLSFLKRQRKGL
KCNH2 WT inh: qHTS for Inhibitors of KCHN2 3.1: Wildtype qHTS; U2OS, BacMam KCNH2, thallium flux FluxOr; hits give low values; activity change, % at 1.84 µM; 340,000 tested, 0.37% active; AID 720551, 2013;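 active means maximum activity change below -70%; inconclusive means maximum activity change between -70% and -50%; inactive means maximum activity change above -50%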; further: on the % scale 0 is the no-effect control and ±100 the full control effect
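U2OS cells were transduced with wild-type KCNH2 virus (2.03 x 10^8 / mL) for 4 h at room temperature, then cultured overnight at 37 C. Thallium flux was read with FluxOr dye. Rate constants were normalized to DMSO controls.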
PKM2 act: qHTS Assay for Activators of Human Muscle isoform 2 Pyruvate Kinase; purified PKM2, Kinase-Glo ATP luminescence, activation; response scale: 0% is enzyme alone, no compound; 260,000 tested, 0.34% active; Potency, µM (series often up to 57.5 µM), for the others: at the top dose activation, hits mostly activators; AID 1631, 2009; Pyruvate kinase PKM (Homo sapiens), P14618; further: potency means the concentration at half of the fitted maximal effect; on the % scale 0 is the no-effect control and ±100 the full control effect; nearly all actives have a fitted effect of over 55% in size
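ATP formation by purified human PK-M2, quantified via coupled luciferase luminescence after 1 h at room temperature with 0.1 mM ADP and 0.5 mM PEP final.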
* hit, by the source's call; ? = inconclusive; · = not tested or not shown; [ ] = remark or other dose. Unless noted, the call rests on the fitted dose curve; in most records, active means well fitted curve in the direction sought with a large enough effect; inconclusive means small, poorly fitted or top-dose-only effect, or another doubt; inactive means no such curve, though single readings can be large; an effect the other way counts as inactive or inconclusive. A portion of the library. The share of hits here may be higher or lower than overall.

SMILES | GALK inh | ASM inhibitor | MBNL1-CUG inh | Eya2 phos inh | Mito fusion act | BCR signal inh | USP2a block | TSHR antagonist | Menin-MLL TR inh | KCNH2 WT inh | PKM2 act
COc1ccccc1-n1c(C)cc(/C=C2\C(=N)N3N=C(CC(=O)N4CCOCC4)SC3=NC2=O)c1C | -6% | 1% | ? | 0% | -3% | 9% | 1% | -16 | · | -8 | ·
Cc1ccc(C(=O)NNC(=O)c2cccs2)cc1 | 10% | 3% | -5% | 0% | -4% | ? | 2% | 6 | 9% | -6 | 3%
CN(Cc1nc(-c2ccc3c(c2)OCO3)no1)CC1(N2CCOCC2)CCCCC1 | 7% | -2% | 6% | 14% | 5% | 0% | 1% | -2 | -11% | 1 | -6%
O=C(COC(=O)c1c2ccccc2cc2ccccc12)NCC(F)(F)F | 2% | 340%[activator] | ? | -4% | 11% | 1% | -2% | -3 | ? | -8 | 14%
COc1cccc(C(c2nnnn2Cc2ccc(F)cc2)N2CCC(C(N)=O)CC2)c1OC (stereo unspecified) | -1% | 8% | -4% | -7% | -4% | 5% | 0% | -5 | 32%[activator] | -3 | ?
CCn1c2ccccc2c2cc(C3N=C(N)Nc4nc5ccccc5n43)ccc21 (stereo unspecified) | 0% | -3% | -13% | -3% | -1% | 2% | 2% | -22 | -6% | 8 | 4%
Cc1ccc(-n2nc3c(n2)/C(=N/O)CC/C3=N\O)cc1 | 2% | 5% | 6% | -10% | -6% | ? | 2% | -8 | 2% | -4 | -37%
O=C(c1ccc2[nH]c(=O)c(=O)[nH]c2c1)N1CCN(c2ccccc2)CC1 | -4% | 10% | -2% | -2% | -1% | -1% | 2% | -5 | · | -26 | ·
C=CCn1c(=O)c(C(=O)Nc2cc(C)ccn2)c(O)c2ccccc21 | 4% | -1% | -1% | -3% | -3% | 9% | -1% | 19 | ? | -7 | 8%
Cc1ccc(C)c(NC(=S)NNC(=O)c2csc(C)c2C)c1 | 0% | 0% | -8% | -6% | 1% | -17% | -2% | 5 | 6% | -9 | -10%
CCc1cccc(NC(=O)c2ccc(CNc3c(N4CCCC4)c(=O)c3=O)cc2)c1 | -3% | 1% | 10% | -2% | -3% | -5% | 0% | -4 | · | 17 | -1%
Cc1nn(C)cc1NC(=O)c1nn(C)cc1[N+](=O)[O-] | 3% | -1% | ? | -3% | -4% | 3% | 3% | 4 | -7% | -4 | -6%
COc1ccc(N2CCN(C(=O)c3ccc(CNS(=O)(=O)c4cc(C)ccc4C)cc3)CC2)cc1 | -1% | -10% | 4% | -1% | 4% | -6% | 1% | -11 | · | 5 | 0%
CCc1ccccc1N1CC(C(=O)N2Cc3ccccc3CC2C(N)=O)CC1=O (stereo unspecified) | · | 3% | · | 3% | · | 7% | -2% | -1 | · | 2 | ·
Cc1cccc2cc(C(c3nnnn3Cc3ccccc3)N3CCN(c4ccccc4)CC3)c(=O)[nH]c12 (stereo unspecified) | -3% | -2% | -11% | -3% | 6% | ? | 1% | 15 | 9% | 24 | 4%
COCCNC(=S)N1CCc2cc(OC)c(OC)cc2C1c1cccs1 (stereo unspecified) | -2% | 4% | -9% | 2% | 7% | ? | -11% | 0 | 2% | -7 | -13%
COc1ccc(-c2csc3nc[nH]c(=O)c23)cc1OC | 1% | 2% | -13% | 3% | 1% | -12% | 1% | -27 | -15% | 3 | ·
CCn1c(=O)c(CCC(=O)N2CCN(c3ccccn3)CC2)c(C)c2c(C)nn(-c3cccc(C)c3)c21 | 4% | 2% | -5% | -6% | 12% | 4% | -1% | 16 | · | -7 | ·
O=C(Cn1c(SCC(=O)N2CCc3ccccc3C2)nc2ccccc21)NC1CCCC1 | -4% | -1% | -25% | -4% | 0% | 0% | -1% | 4 | -9% | 1 | 3%
COc1ccc(N(C(=O)c2snc(C(N)=O)c2N)C(C(=O)NCc2ccc(F)cc2)c2ccc(O)cc2)cc1 (stereo unspecified) | 12% | 73%[activator] | 104%[activator] | -3% | -4% | ? | -7% | -9 | 58%[activator] | -5 | 2%
COCCN(C(=O)CNC(=O)c1ccco1)C(C(=O)NC1CCCC1)c1ccc(OC)c(OC)c1 (stereo unspecified) | 1% | -2% | 7% | -16% | 4% | 2% | 0% | 4 | 3% | 10 | -1%
CC1CCN(c2ccc3nnc(CCC(=O)NCC(C)c4ccccc4)n3n2)CC1 (stereo unspecified) | 2% | -3% | 2% | -2% | -2% | 1% | 0% | -4 | -4% | 6 | ·
CN(C(=O)c1cccc(NC(=O)c2ccco2)c1)c1ccccc1 | -6% | -1% | -7% | -4% | 2% | 0% | 0% | 11 | -1% | 2 | -6%
CCOC(=O)/C=C/C(=O)Nc1ccc(S(=O)(=O)N2CCCCCC2)cc1 | 1% | -2% | -9% | 3% | -9% | ? | 2% | -6 | 22% | -9 | -29%
O=C(O)/C(=C\c1ccc(-c2ccc(F)cc2)o1)c1ccccc1 | 1% | 5% | -2% | -6% | ? | ? | -2% | -10 | ? | -5 | ?
O=C(c1oc2ccccc2c1CSCc1ccccc1)N1CCN(c2ncccn2)CC1 | 0% | -1% | -10% | -12% | 0% | ? | 0% | -16 | -5% | -8 | 0%
O=C(NCCCN1CCCC1=O)c1ccc(NS(=O)(=O)c2cccc([N+](=O)[O-])c2)cc1 | · | 2% | · | 1% | 4% | 1% | 3% | 1 | · | -4 | ·
CCOC(=O)/C=C/C(=O)OCC(=O)Nc1ccc(C)cc1 | -3% | -2% | -3% | 8% | -17% | 1% | 0% | 4 | 4% | 4 | 11%
CC1CCCC(NC(=O)c2cccs2)C1C (stereo unspecified) | · | -4% | · | 5% | 12% | -9% | -1% | · | · | -11 | ·
CC(=O)c1ccc(-c2nnc(CCC(=O)N3CCCC(C(=O)CC(C)C)C3)o2)s1 (stereo unspecified) | 6% | 2% | ? | -11% | 4% | 5% | -2% | 20 | 2% | -14 | 3%
CCOC(=O)c1sc2ncn(/N=C/c3cccnc3)c(=O)c2c1C | -3% | 0% | 6% | 7% | -5% | ? | 5% | 17 | -3% | -5 | -12%
COc1cccc(C2=NO[C@@H]3C(=O)N(Cc4ccccc4)C(=O)[C@H]23)c1OC | 0% | -2% | -13% | 16% | -4% | 8% | -4% | 22 | -12% | 0 | -2%
C[C@@H]1CN([C@H](C)CO)C(=O)Cc2cc(NC(=O)CCC(F)(F)F)ccc2O[C@@H]1CN(C)C(=O)Nc1ccccc1 | · | 3% | · | -4% | · | ? | -1% | 7 | · | -4 | ·
COCCCN1C(=O)C(=O)/C(=C(/O)c2ccc(C)cc2)C1/C=C/c1ccccc1 (stereo unspecified) | 12% | -1% | -5% | -8% | 8% | ? | 1% | -12 | 3% | 6 | 6%
COc1ccc(NC(=O)CN(C)C(=O)CSCc2ccc(C)cc2)cc1 | · | -2% | · | -27% | 3% | 0% | 0% | -2 | · | -6 | ·
Cc1ccc(S(=O)(=O)NCc2ccccc2)cc1C(=O)NC(C)c1ccc(S(N)(=O)=O)cc1 (stereo unspecified) | · | 1% | · | 5% | -2% | -2% | -1% | -2 | · | -1 | ·
c1ccc(-c2ccc(OCCCn3cncn3)cc2)cc1 | 0% | -3% | 7% | 3% | 1% | ? | -1% | -7 | ? | 9 | 7%
